Rab9 promoter act – qHTS Assay for Rab9 Promoter Activators. Huh7 Rab9 promoter-luciferase reporter, luminescence, 24 h. Potency, µM (titrated, usually from 9.22 µM), without a hit: at the top dose activation, negative = inhibition, actives largely listed as activators. actives 2.8% (n = 320,000); further: potency means the concentration at half of the fitted maximal effect; % of control where 0% means no effect; nearly all actives have a fitted effect of over 60% in size
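Huh7 cells stably carrying Rab9 promoter–luciferase reporter, plated 1500 cells/well, compound added after 2 h and incubated 24 h at 37 °C; luciferase luminescence then read after 10 min with detection reagent.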
TRPV1 agonist – HTS Assay for Compounds that Act as Agonists of the Vanilloid Receptor 1. Transient receptor potential cation channel subfamily V member 1 (Homo sapiens), Q8NER1. TRPV1-expressing cells, Fluo-8 calcium influx, agonist mode. activation, % at 8.33 µM. actives 0.19% (n = 320,000); in the data active means activation above about 80%; inconclusive means between about 30% and that limit; further: 0% is about no effect
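Cells expressing TRPV1 were dye-loaded with Fluo-8 and read kinetically: 10 s baseline, 3 min after compound (agonist portion), then 2 min after EC20 capsaicin (allosteric enhancer portion). Calcium-bound dye fluorescence at 480/520 nm.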
NPC1 prom act – qHTS Assay for NPC1 Promoter Activators | Huh7 NPC1 promoter luciferase reporter, 24 h | AID 485313, 2010 | actives 2.4% (n = 320,000) | Potency, µM (series often up to 9.22 µM), for inactives: at the top dose activation, actives largely listed as activators;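 further: potency means the concentration at half of the fitted maximal effect; % of control where 0% means no effect; nearly all actives have a fitted effect of over 60% in size; reporter is driven by a mutant NPC1 promoter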
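Stably transfected Huh7 (NPC1 promoter→luciferase), 1500 cells/well in Opti-MEM + 10% FBS, 2 h settle, then compound 24 h at 37 °C. Luminescence after 10 min with Amplite reagent.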
VP16 counter – VP16 counterscreen qHTS for inhibitors of ROR gamma transcriptional activity. Drosophila S2 Gal4-VP16 UAS-luciferase, luminescence, 20 h. Potency, µM (series often up to 53.6 µM), inactives show at the highest dose activity, negative = inhibition, hits mostly inhibitors. actives 3.5% (n = 310,000). AID 2546, 2010;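 further: Gal4-VP16 expression switched on by copper sulfate through the metallothionein promoter; potency means the concentration at half of the fitted maximal effect; on the % scale 0 is the no-effect control and ±100 the full control effect; nearly all actives have a fitted effect of over 50% in size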
ELG1 genotoxic – qHTS screen for small molecules that induce genotoxicity in human embryonic kidney (HEK293T) cells expressing luciferase-tagged ELG1; HEK293T ELG1-luciferase reporter, luminescence, 16 h; Potency, µM (titrated, usually from 46 µM), inactives show at the top dose activity change, positive = activation, most hits filed as activators; actives 1.3% (n = 330,000); AID 504466, 2011; further: potency means the concentration at half of the fitted maximal effect; % of control where 0% means no effect; nearly all actives have a fitted effect of over 60% in size
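Genotoxic stress is detected as increased luminescence from luciferase-tagged ELG1 in HEK293T cells, measured with ONE-Glo after a 16 hr treatment at 37 °C.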
BRCA1 expr act – qHTS Assay to Identify Small Molecule Activators of BRCA1 Expression; MCF7-BRCA1-FFLuc reporter, luminescence, 48 h; response scale: scaled: vehicle 0%, 10 µM genistein 100%; Potency, µM (titrated, usually from 46.1 µM), for inactives: at the top dose activation, hits mostly activators; actives 1.1% (n = 380,000); AID 624202, 2012; further: potency means the concentration at half of the fitted maximal effect; nearly all actives have a fitted effect of over 80% in size; some results filed as inactive show a strong effect at the top dose
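MCF7-BRCA1-FFLuc cells, 2000/well in phenol-red-free MEM, attached 2 h then treated 48 h at 37 C. Luciferase luminescence read 15 min after reagent; normalized to genistein maximum activation (10microM) and DMSO, concentration-response fitted.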
FLuc modulator – qHTS profiling assay for firefly luciferase inhibitor/activator using purifed enzyme and Km concentrations of substrates (counterscreen for miR-21 project); Potency, µM (series often up to 57.5 µM), for inactives: at the highest dose activity change, negative = inhibition, usual class: inhibitors; purified FLuc, Km substrates, luminescence inhibition; actives 6.9% (n = 360,000); Luciferin 4-monooxygenase (Photinus pyralis), P08659;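 further: potency means the concentration at half of the fitted maximal effect; plate controls were vehicle for no effect and reference inhibitor for full effect; nearly all actives have a fitted effect of over 55% in size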
Target sequence (P08659 whole entry, looked up): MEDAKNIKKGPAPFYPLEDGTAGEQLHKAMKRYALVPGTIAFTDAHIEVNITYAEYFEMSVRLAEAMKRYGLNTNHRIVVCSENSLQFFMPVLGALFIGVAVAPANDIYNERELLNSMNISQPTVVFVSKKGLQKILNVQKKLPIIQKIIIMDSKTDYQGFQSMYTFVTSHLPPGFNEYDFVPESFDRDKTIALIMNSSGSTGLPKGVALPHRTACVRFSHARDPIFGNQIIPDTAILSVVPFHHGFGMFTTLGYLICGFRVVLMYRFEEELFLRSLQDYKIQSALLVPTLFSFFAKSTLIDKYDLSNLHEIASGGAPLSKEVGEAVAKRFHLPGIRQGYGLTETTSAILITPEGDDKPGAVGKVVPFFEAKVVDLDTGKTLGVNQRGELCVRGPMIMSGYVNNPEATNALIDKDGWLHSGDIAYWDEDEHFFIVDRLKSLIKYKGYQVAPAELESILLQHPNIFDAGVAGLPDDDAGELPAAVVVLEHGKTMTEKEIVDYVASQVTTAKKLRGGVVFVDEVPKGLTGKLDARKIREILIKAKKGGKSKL
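Purified P. pyralis luciferase (10nM final) with 10uM D-luciferin and 10uM ATP (Km levels) in 50mM Tris acetate pH 7.5, 10mM Mg acetate, 0.01% Tween-20, 0.05% BSA; qHTS 6-point titration, ~60 µM downward; luminescence read.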
RORgamma inh – qHTS for inhibitors of ROR gamma transcriptional activity. Nuclear receptor ROR-gamma (Mus musculus), P51450. actives 5.4% (n = 310,000). Potency, µM (highest dose often 53.6 µM), for inactives: top-dose activity change, negative = inhibition, hits mostly inhibitors. AID 2551, 2010. Drosophila S2 Gal4-RORgamma UAS-luciferase reporter, 20 h; further: potency means the concentration at half of the fitted maximal effect; on the % scale 0 is the no-effect control and ±100 the full control effect; nearly all actives have a fitted effect of over 60% in size
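In this cell-based reporter format, copper sulfate (700 uM final) drives Gal4–ROR gamma fusion expression from a metallothionein promoter in Drosophila Schneider cells; compounds preincubated 1 hr, reporter read after 20 hr at ambient temperature.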
Tb PFK inh – qHTS Assay to Find Inhibitors of T. brucei phosphofructokinase | ATP-dependent 6-phosphofructokinase (Trypanosoma brucei brucei), O15648 | T. brucei PFK, ADP-Glo luminescence | Potency, µM (top dose mostly 57.5 µM), without a hit: top-dose activity, negative = inhibition, actives largely listed as inhibitors | actives 0.17% (n = 330,000);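 further: potency means the concentration at half of the fitted maximal effect; 0% = uninhibited 1x PFK enzyme wells and -100% = no-enzyme wells; nearly all actives have a fitted effect of over 60% in size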
Target sequence (O15648 whole entry, looked up): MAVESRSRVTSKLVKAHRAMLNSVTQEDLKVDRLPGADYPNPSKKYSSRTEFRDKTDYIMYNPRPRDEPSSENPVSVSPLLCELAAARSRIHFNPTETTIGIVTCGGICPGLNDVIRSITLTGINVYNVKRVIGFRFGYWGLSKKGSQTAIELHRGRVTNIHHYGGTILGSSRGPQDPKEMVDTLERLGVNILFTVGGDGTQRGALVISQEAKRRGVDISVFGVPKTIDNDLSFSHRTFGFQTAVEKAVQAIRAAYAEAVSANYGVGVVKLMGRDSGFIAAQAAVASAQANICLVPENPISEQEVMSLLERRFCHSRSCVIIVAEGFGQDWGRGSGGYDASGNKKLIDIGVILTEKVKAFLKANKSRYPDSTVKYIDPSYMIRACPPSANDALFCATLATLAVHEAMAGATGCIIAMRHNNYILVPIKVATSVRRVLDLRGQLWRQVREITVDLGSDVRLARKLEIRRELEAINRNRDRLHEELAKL
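Luminescent ADP detection (ADP-Glo, two-step: ATP depletion then ADP-to-ATP conversion for luciferase) reported PFK activity after 45 min room-temperature reaction of 1.25 nM enzyme with 0.5 mM F6P and 0.1 mM ATP at pH 8.0.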
p53 reactivation – qHTS assay for re-activators of p53 using a Luc reporter; Potency, µM (titrated, usually from 92.2 µM), inactives show top-dose activity change, positive = activation, usual class: activators; H1299 p53-A138V BP100-luciferase reporter, luminescence, 24 h; actives 0.063% (n = 320,000); further: potency means the concentration at half of the fitted maximal effect; % of control where 0% means no effect; nearly all actives have a fitted effect of over 45% in size
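p53-null H1299 cells stably carrying temperature-sensitive p53-A138V and a BP100-luciferase reporter were pinned with compounds (4-point, 1:5 series) and held 24 hrs at 37 deg C. Luminescence was read 10 min after detection reagent.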
ELG1 repair inh – qHTS screen for small molecules that inhibit ELG1-dependent DNA repair in human embryonic kidney (HEK293T) cells expressing luciferase-tagged ELG1; HEK293T ELG1-luciferase reporter, luminescence, 16 h; DNA damage induced by 5-fluorouridine; Potency, µM (series often up to 46.1 µM), for inactives: top-dose activity change, negative = inhibition, actives largely listed as inhibitors; actives 2.3% (n = 330,000); AID 504467, 2011; further: potency means the concentration at half of the fitted maximal effect; on the % scale 0 is the no-effect control and ±100 the full control effect; nearly all actives have a fitted effect of over 55% in size
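Quantitative HTS, concentration-response format. 2,000 cells/well co-treated with 5-fluorouridine and compound, 16 hr in 5% CO2 at 37 °C; ONE-Glo luminescence read after 30 min.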
* hit, by the source's call; ? = inconclusive; . = no result given; & = joins results of further samples; [ ] = dose if it differs, or a comment. Unless noted, the call rests on the fitted dose curve; in most records, active means well fitted curve in the direction sought with a large enough effect; inconclusive means small, poorly fitted or top-dose-only effect, or another doubt; inactive means no such curve, though single readings can be large; an effect the other way counts as inactive or inconclusive. Only part of the results is shown; rates above refer to the full screens.

smiles,TRPV1 agonist,ELG1 repair inh,FLuc modulator,p53 reactivation,ELG1 genotoxic,Tb PFK inh,RORgamma inh,Rab9 promoter act,BRCA1 expr act,NPC1 prom act,VP16 counter
CC(=O)C(Sc1ncnc2c1nnn2-c1ccc(F)cc1)C(=O)N(C)C (stereo not given),2,?,?,?,6%,-4%,11%,28%,51%,-3%,-2%
COc1ccc(-c2nn(-c3ccccc3)cc2C(=O)N2c3ccc(C)cc3C3CN(C)CCC32)cc1 (stereo not given),4,?,-3%,-3%,0%,4%,?,0%,-76%,-5%,-7%
CNC(=S)N1CCn2cccc2C1c1cccnc1 (stereo not given),1,-4%,0%,-4%,-6%,-4%,-4%,-4%,-9%,0%,-2%
Cc1ccccc1Cc1c(C)nc2nc(SCC(=O)N3CCC4(CC3)OCCO4)nn2c1C,-1,-10%,1%,-4%,0%,-2%,-15%,0%,10%,-1%,-4%
COC(=O)C1=C(c2ccc(Cl)c(C(F)(F)F)c2)C[C@@H]2CC[C@H]1N2C,12,14%,1%,14%,1%,-4%,.,-8%,-8%,-1%,.
COc1cccc(-n2c(O)c(C=Nc3c(C)n(C)n(-c4ccccc4)c3=O)c(=O)[nH]c2=O)c1,-1,-4%,1%,-3%,-2%,5%,22%,-4%,-9%,-3%,-1%
COC(=O)C1=C(c2cccc(C#N)c2)C[C@@H]2CC[C@H]1N2C(=O)NC1Cc2ccccc2C1,-1,18%,-19%,-2%,5%,-5%,.,6%,-3%,0%,.
Cc1ccc2c(c1)CC1(CN2C)C(=O)NC(=O)N(CCC2=CCCCC2)C1=O (stereo not given),16,-10%,6%,-3%,1%,3%,36%,2%,-19%,2%,-1%
OC1(c2ccc(F)cc2)CCNC1 (stereo not given),-2,0%,0%,-6%,0%,-2%,-4%,2%,3%,-2%,3%
COc1ccc(N2C(=O)NC(=O)/C(=C\c3cn(CC(=O)N4CCOCC4)c4ccccc34)C2=O)c(OC)c1,0,?,?,.,14%,15%,?,3%,10%,-4%,-3%
CN1CC(C(=O)c2ccccc2)C(c2ccccc2)C1 (stereo not given),2,26%,-3%,2%,1%,0%,6%,0%,-15%,0%,-18%
COC(=O)[C@H]1C[C@@H]1[C@H](NP(=O)(c1ccccc1)c1ccccc1)c1ccccc1,?,13%,3%,-7%,0%,-3%,23%&-6%,-3%,0%,-2%,0%&1%
CN1C(=O)NC(=O)/C(=C\c2ccc([N+](=O)[O-])o2)C1=O,3,-8%,?,3%,0%,18%,15%,-1%,-13%,-3%,-10%
CCCNC(=O)N1[C@H]2CC[C@@H]1C(C(=O)OC)=C(c1ccc(OC(F)(F)F)cc1)C2,14,2%,0%,-5%,-1%,-13%,.,-4%,-23%,-4%,.
CC12CN3CC(C)(CN(C1)C3c1ccncc1)C2=O (stereo not given),-1,21%,-1%,-4%,-3%,-2%,35%,2%,12%,-1%,-9%

Given field by field: part of the list above
> CCCNC(=O)N1[C@H]2CC[C@@H]1C(C(=O)OC)=C(c1ccc(OC(F)(F)F)cc1)C2
  TRPV1 agonist: 14; ELG1 repair inh: 2%; FLuc modulator: 0%; p53 reactivation: -5%; ELG1 genotoxic: -1%; Tb PFK inh: -13%; RORgamma inh: .; Rab9 promoter act: -4%; BRCA1 expr act: -23%; NPC1 prom act: -4%; VP16 counter: .
> COc1ccc(N2C(=O)NC(=O)/C(=C\c3cn(CC(=O)N4CCOCC4)c4ccccc34)C2=O)c(OC)c1
  TRPV1 agonist: 0; ELG1 repair inh: ?; FLuc modulator: ?; p53 reactivation: .; ELG1 genotoxic: 14%; Tb PFK inh: 15%; RORgamma inh: ?; Rab9 promoter act: 3%; BRCA1 expr act: 10%; NPC1 prom act: -4%; VP16 counter: -3%
> CC(=O)C(Sc1ncnc2c1nnn2-c1ccc(F)cc1)C(=O)N(C)C (stereo not given)
  TRPV1 agonist: 2; ELG1 repair inh: ?; FLuc modulator: ?; p53 reactivation: ?; ELG1 genotoxic: 6%; Tb PFK inh: -4%; RORgamma inh: 11%; Rab9 promoter act: 28%; BRCA1 expr act: 51%; NPC1 prom act: -3%; VP16 counter: -2%

Some of the entries so far, with values under each structure.
Every second line gives: TRPV1 agonist | ELG1 repair inh | FLuc modulator | p53 reactivation | ELG1 genotoxic | Tb PFK inh | RORgamma inh | Rab9 promoter act | BRCA1 expr act | NPC1 prom act | VP16 counter
COc1cccc(-n2c(O)c(C=Nc3c(C)n(C)n(-c4ccccc4)c3=O)c(=O)[nH]c2=O)c1
 : -1 | -4% | 1% | -3% | -2% | 5% | 22% | -4% | -9% | -3% | -1%
COC(=O)C1=C(c2cccc(C#N)c2)C[C@@H]2CC[C@H]1N2C(=O)NC1Cc2ccccc2C1
 : -1 | 18% | -19% | -2% | 5% | -5% | . | 6% | -3% | 0% | .

The results go on.
smiles,TRPV1 agonist,ELG1 repair inh,FLuc modulator,p53 reactivation,ELG1 genotoxic,Tb PFK inh,RORgamma inh,Rab9 promoter act,BRCA1 expr act,NPC1 prom act,VP16 counter
O=C1CN=C(c2ccccc2)c2cc(Cl)ccc2N1,.,18%,.,-1%,7%,-6%,.,.,-1%,.,.
O=c1cccc2n1CC1CC2CN(C(c2cccc(F)c2)c2sc3ncnn3c2O)C1 (stereo not given),-2,0%,0%,-3%,-7%,-1%,33%,0%,10%,1%,-4%
CCCCN1C(=O)NC(=O)C2(Cc3ccccc3N3CCOCC32)C1=O (stereo not given),-4,-9%,-1%,-4%,0%,-2%,-1%[10 µM],0%,3%,0%,1%
COc1ccc(CCC(=O)N2C[C@H]3C[C@@H](C2)c2cccc(=O)n2C3)cc1,2,-12%,0%,9%,-4%,1%,?,0%,-5%,-3%,0%
CCOP(=O)(OCC)C(NC(=O)Cc1ccccc1)C(Cl)(Cl)Cl (stereo not given),4,1%,0%,0%,0%,2%,2%,1%,-17%,-1%,-20%
COC1=C(OC)[C@]23CCc4ccc(OC)c(OC)c4[C@]2(CCN3C)CC1=O,.,29%,.,-2%,-2%,0%,.,.,11%,.,.
O=C(Nc1ccccc1F)Oc1cccc(OC(=O)Nc2ccccc2F)c1,?,?,17µM*,?,10%,-7%,40%,2.8µM*,75%,3.5µM*,-5%
COc1ccc2c(CCN)c[nH]c2c1,3,18%,5%,3%,-2%,0%,-27%,0%,-9%,-1%,24%
COc1cccc(CNC2CN3CCC2CC3)c1OC (stereo not given),-1,13%,4%,-1%,0%,2%,-8%,0%,14%,0%,-3%
COc1ccc(NC(=O)c2c(C)nn(Cc3ccccc3Cl)c2Cl)cc1Cl,8,7%,1%,12%,-4%,12%,-8%,0%,2%,0%,-13%
COC(=O)Cn1cc(C=C2C(=O)N(C)C(=O)N(C)C2=O)c2ccccc21,2,8%,-7%,-4%,1%,-2%,-14%,3%,26%,0%,-6%
COc1ccc(C(C)=O)cc1CC(C(=O)c1ccc(C)cc1)N(C)C (stereo not given),-6,13%,0%,8%,0%,0%,-16%,1%,18%,-1%,-1%
COc1ccccc1CCNCc1cc2c(cc1[N+](=O)[O-])OCO2,3,?,6%,-5%,0%,1%,-14%,-6%,7%,-1%,-2%
O=c1ccc2cc(O[C@@H]3O[C@@H](CO)[C@H](O)[C@@H](O)[C@@H]3O)c(O)cc2o1,3,-1%,-2%,4%,0%,0%,-15%,-4%,-9%,14%,5%
CCOc1ccc(-n2c(CC)nc3ccccc3c2=O)cc1,3,-3%,3%,-2%,-5%,-4%,7%,-6%,0%,-2%,2%
COc1ccc(N=Cc2c(O)n(CC3CCCO3)c(=O)[nH]c2=O)cc1 (stereo not given),-2,8%,-16%,14%,6%,4%,19%,5%,43%,4%,-13%
COc1cc(C=C2C(=O)NC(=O)NC2=O)ccc1OS(=O)(=O)c1ccccc1[N+](=O)[O-],-2,3%,?,24%,4%,0%,4%,1%,68%,12%,-12%
Cc1ccc(/C(CSc2nccn2-c2ncc(C(F)(F)F)cc2Cl)=N\O)cc1,4,-5%,-3%,-2%,-7%,3%,?,-22%,-60%,2%,?

Screening results from PubChem.
